From PubChem BioAssay
LMPTP block = blocks human LMPTP phosphatase; P24666; recombinant LMPTP-A, OMFP fluorogenic substrate, fluorescence intensity; inhibition, % at 20 µM; 360,000 compounds, 0.22% hits; AID 651560;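 active = compounds that cut the enzyme signal by at least half of the control window in the single-dose screen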;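 note: plate controls were DMSO wells with enzyme plus substrate for no effect and substrate without enzyme for full effect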
Target sequence (P24666 whole entry, looked up): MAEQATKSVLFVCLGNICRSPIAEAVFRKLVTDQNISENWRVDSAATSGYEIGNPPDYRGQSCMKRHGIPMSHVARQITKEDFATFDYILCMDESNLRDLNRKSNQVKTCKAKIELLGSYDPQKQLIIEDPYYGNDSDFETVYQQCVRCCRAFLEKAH
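Test system – LMPTP-A phosphatase enzyme · Quantity – 0.625 nM LMPTP-A final · Reagent – OMFP substrate, 400 µM final · Dosing – one test concentration per compound, 20 µM, with 3% DMSO overall · Timing – 50 min enzyme reaction at room temperature, protected from light · Detection – fluorescence intensity · Controls – substrate-only low control, DMSO enzyme-plus-substrate high control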
Tb MetRS inh = Trypanosoma brucei MetRS inhibition. purified T. brucei MetRS, ATP depletion, Kinase-Glo luminescence. inhibition, % at 11.9 µM. 360,000 compounds, 0.4% hits;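 active = inhibition above a per-plate cutoff of the control wells' mean inhibition plus 3 SD, cut at about 5.5% in these data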;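 note: 0% = DMSO wells median and 100% = median of wells with control inhibitor compound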
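Assay system: T. brucei methionyl-tRNA synthetase, purified | Medium: HEPES buffer with MgCl2, KCl, DTT, spermine, BSA, pyrophosphatase | Compound: 11.9 µM single point | Incubation: 15 min enzyme-compound preincubation, 2 h reaction, 10 min detection, 25 °C | Measured by: Kinase-Glo luciferase luminescence reporting remaining unconsumed ATP | Measure: % inhibition normalized to control-well medians | Replication: Singlicate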
DNMT1 inh = inhibitors of human DNMT1 | P26358 | DNMT1 molecular beacon, Hinp1I cleavage, fluorescence | inhibition (reported as % activation of signal), % at 10 µM | 360,000 compounds, 0.83% hits | AID 588458; in the data active = inhibition above about 50%
E coli Lon inh = inhibits E. coli Lon protease | P0A9M0 | 360,000 compounds, 0.42% hits | inhibition, % at 7.94 µM | purified E. coli Lon protease, fluorescence polarization | AID 602123; in the data active = inhibition above about 13%, passing the limit was not always enough;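 note: 0% = enzyme with probe and DMSO and 100% = no enzyme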
bovine MsrA act = activates bovine MsrA enzyme | purified bovine MsrA, absorbance read-out | activation, % at 10.6 µM | AID 602163 | 360,000 compounds, 0.3% hits; in the data active = activation above about 7.5%;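 note: 0% = vehicle and 100% = reference activator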
STEP block = inhibitors of human striatal-enriched phosphatase STEP; recombinant STEP, OMFP fluorogenic substrate, fluorescence; inhibition, % at 20 µM; 360,000 compounds, 0.25% hits;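 active = inhibition at 20 µM, scaled per plate between control wells, above about 37%, limit read from the data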;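 note: 0% = DMSO with enzyme and substrate and 100% = substrate only without enzyme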
Target sequence (P54829 whole entry, looked up): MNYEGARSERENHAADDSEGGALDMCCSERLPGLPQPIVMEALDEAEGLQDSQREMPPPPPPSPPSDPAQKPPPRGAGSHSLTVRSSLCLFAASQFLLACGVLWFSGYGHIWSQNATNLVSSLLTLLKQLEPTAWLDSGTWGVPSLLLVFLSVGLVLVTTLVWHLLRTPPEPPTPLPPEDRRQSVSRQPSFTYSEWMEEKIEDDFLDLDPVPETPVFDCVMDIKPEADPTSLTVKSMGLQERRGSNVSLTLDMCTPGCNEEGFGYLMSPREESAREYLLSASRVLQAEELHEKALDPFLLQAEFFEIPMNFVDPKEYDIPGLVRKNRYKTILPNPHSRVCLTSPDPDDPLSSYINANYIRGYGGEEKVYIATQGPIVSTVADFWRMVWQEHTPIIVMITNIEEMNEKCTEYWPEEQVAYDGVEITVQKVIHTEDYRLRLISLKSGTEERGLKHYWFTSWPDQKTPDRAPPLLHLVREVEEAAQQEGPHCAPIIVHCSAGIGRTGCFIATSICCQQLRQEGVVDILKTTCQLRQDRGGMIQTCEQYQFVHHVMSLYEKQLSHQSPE
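Assay system: isolated STEP enzyme / Timing: 20 min at room temperature, dark / Doses: 20 µM, 1% DMSO / Technique: fluorescence intensity, excitation 480 nm, emission 540 nm / Reagent: fluorogenic phosphatase substrate OMFP at 25 µM final / Measure: percent inhibition scaled to no-enzyme and uninhibited-enzyme controls, plate-pattern corrected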
CendR NRP1 mod = alters CendR peptide binding to human NRP-1 | 360,000 compounds, 0.85% hits | O14786 | AID 602438 | inhibition, % at 25 µM | FAM-RPARPAR peptide binding to NRP-1, fluorescence polarization;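 active = inhibition or corrected inhibition above about 18%, plus a signal ratio from 0.5 to 1.5, limit read from the data, passing the limit was not always enough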; note: strong numbers were not always called active
SUMO1 PPI mod = modulators of human SUMO1-mediated protein-protein interactions; P63165; SUMO1 binding to a labelled peptide, TR-FRET, 1 h; inhibition, % at 20 µM; 360,000 compounds, 0.33% hits; in the data active = inhibition above about 37%
Target sequence (P63165 whole entry, looked up): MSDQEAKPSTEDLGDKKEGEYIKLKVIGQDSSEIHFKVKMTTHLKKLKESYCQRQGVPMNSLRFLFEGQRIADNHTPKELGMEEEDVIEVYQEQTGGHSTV
Scp1 inh = blocks human Scp-1 phosphatase activity. Q9GZU7. Recombinant Scp1, phosphopeptide, malachite green phosphate absorbance. inhibition, % at 20 µM. 340,000 compounds, 0.88% hits;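 active = inhibition above about 50% at 20 µM, limit read from the data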;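 note: plate controls were DMSO wells with enzyme for no effect and wells lacking enzyme for full effect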
Target sequence (Q9GZU7 76-261 limits assumed): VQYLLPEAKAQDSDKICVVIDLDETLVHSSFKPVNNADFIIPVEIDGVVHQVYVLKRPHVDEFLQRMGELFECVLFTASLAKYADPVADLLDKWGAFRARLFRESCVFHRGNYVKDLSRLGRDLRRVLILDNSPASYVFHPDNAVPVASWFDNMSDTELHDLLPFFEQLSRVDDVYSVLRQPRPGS
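Incubation: 45 min enzyme reaction at room temperature / System: truncated SCP-1 phosphatase (76-261aa) / Reagent: Phospho 17-mer peptide substrate / Buffer or medium: Acidic Tris acetate buffer with magnesium and detergent / Signal: absorbance at 630 nm / Doses: one concentration, 20 µM, with 1.0% DMSO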
MsrA inh = inhibits bovine methionine sulfoxide reductase A; purified bovine MsrA, absorbance read-out; inhibition, % at 15.5 µM; 360,000 compounds, 0.75% hits; AID 651718; in the data active = inhibition above about 4.5%;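 note: 0% = vehicle wells with enzyme and 100% = reference inhibitor wells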
* = called active by the depositor; / = not tested or not shown. Outcome played no part in choosing rows (roughly 4.3% active in at least one column).

SMILES	LMPTP block	Tb MetRS inh	DNMT1 inh	E coli Lon inh	bovine MsrA act	STEP block	CendR NRP1 mod	SUMO1 PPI mod	Scp1 inh	MsrA inh
CC(C)CN(C(=O)CN(C)CC(=O)Nc1ccccc1C#N)c1c(N)n(CC(C)C)c(=O)[nH]c1=O	-1.1	-0.1	1	-4	-2	0	1	-3	1	0.8
CCCCCCCCN1C(=O)[C@H](CC(=O)NCC23CC4CC(CC(C4)C2)C3)C[C@@]2(C(=O)OC)CC(C)(C)CC=C12	2.8	-1.1	/	/	/	/	-4	0	/	-1.0
COCC(=O)Nc1sc2c(c1C(=O)OC)CCC(C)C2 (stereo not drawn)	1.5	-0.9	-2	-9	1	1	-1	2	-6	0.9
COc1cccc(N2CCN(CC(=O)c3c[nH]c4ccc(OC)cc34)CC2C)c1 (stereo not drawn)	-0.1	0.3	-10	3	0	-4	-8	14	3	1.3
Cc1cc(C)c(C(=O)COC(=O)c2ccc([N+](=O)[O-])o2)cc1C	1.6	-0.3	-8	6	0	5	1	-1	-5	-0.2
Cc1c(Cc2ccccc2)c(=O)oc2c(C)c(OC(C)C(=O)N[C@@H](Cc3ccccc3)C(=O)O)ccc12 (stereo partly drawn)	1.2	-0.4	36	-9	-4	4	-46	0	-7	2.1
CCOc1ccc(CNC(=O)c2ccc3c(c2)N(CC)CCS3)cc1	0.7	0.6	0	-3	-1	3	-10	0	-9	1.5
Cc1ccc(CNc2oc(-c3cccs3)nc2C#N)cc1	2.7	-0.2	-4	-4	-2	0	1	-6	-8	2.6
COc1ccc([N+](=O)[O-])cc1N(CC(=O)NCCC1=CCCCC1)S(C)(=O)=O	-0.8	-0.4	-1	-6	-2	0	-1	-5	-2	1.3
O=c1c2ccccc2nc(/C=C/c2ccc(Br)cc2)n1CCO	-0.5	0.2	-2	-5	-10	2	0	-32	0	1.6
CN(C(=O)COc1ccc2ccc(=O)oc2c1)C1CCS(=O)(=O)C1 (stereo not drawn)	-1.1	-1.1	-2	0	-12	-1	2	3	0	1.7
CCOc1ccc(OCC)c(Nc2cc(C)nc3nc(C)nn23)c1	-6.0	-0.4	2	3	-8	-1	-12	-1	15	-0.3
COc1ccc(NC(=O)c2c(NC(=O)CCC(=O)O)sc3c2CCCCC3)cc1	-0.8	-0.5	-8	-6	-4	0	1	1	-3	0.6
CC1=CS(=O)(=O)CC1Sc1nc2ccccc2[nH]1 (stereo not drawn)	0.0	-0.4	-1	-11	-8	1	-3	1	-3	0.0
COc1cc([N+](=O)[O-])c2nc(C(=O)O)ccc2c1	-0.4	-0.4	-11	-2	-1	-1	0	-25	-8	1.2
O=C(CCC(=O)OCC(=O)c1ccc(-c2ccccc2)cc1)Nc1cccc2cccnc12	4.4	0.4	-1	-9	-3	2	4	-3	-7	1.2
CCn1c(C)nc2cc(C(=O)OC(C(F)(F)C(F)F)C(F)(F)C(F)F)ccc21	1.1	-1.1	-1	-11	0	-1	2	-3	-8	-0.5
CN1CCN(C(CNC(=O)C(=O)Nc2ccc3c(c2)OCO3)c2ccc(F)cc2)CC1 (stereo not drawn)	-1.9	-0.3	-4	-6	-1	0	3	-1	-7	-0.9
COc1cc2c(cc1NC(=O)c1cccnc1)oc1ccccc12	1.5	0.4	-11	6	-1	2	5	8	-2	0.9
OCCNc1nc(Nc2ccc(Cl)cc2)nc(N2CCCC2)n1	0.9	-0.1	-3	0	-3	-2	0	4	9	-0.2
Cc1ccc2nc3sc(C(=O)NCc4ccco4)c(N)c3cc2c1	0.1	0.1	-2	-15	0	-1	-138	-2	-9	0.1
COc1ccccc1NCC(=O)c1ccc(Cl)cc1	-1.3	0.0	-2	6	0	2	-1	2	-12	-1.8
O=C(CCl)Nc1ccc(N=Nc2ccccc2)cc1	0.4	0.0	9	-4	-4	-2	8	-16	-9	2.1
O=C(COC(=O)C1C2CC3OC(=O)C1C3C2)Nc1ccccc1 (stereo not drawn)	-0.9	0.7	1	1	-1	1	-10	4	4	1.0
CC1CC(NC(=O)c2c(O)nc3sccn3c2=O)CC(C)(C)C1 (stereo not drawn)	3.3	-0.1	0	3	0	0	-2	1	-9	-0.8
CCc1cc(=O)oc2cc(C)cc(OCC(=O)N[C@@H](CSCc3ccccc3)C(=O)O)c12	-1.5	-0.5	2	1	-2	-4	-4	10	10	-0.2
O=C1C2C(C(=O)N1c1ccncc1)C1C=CC2C12CC2 (stereo not drawn)	-1.4	-0.5	-2	3	3	2	7	-2	-2	1.3
Cc1ccc(S(=O)(=O)NCC(=O)N/N=C/c2ccc(Cl)cc2)cc1	0.3	0.5	0	-2	-1	-2	-3	-3	-10	0.1
COc1cccc(NC(=O)CN2C(=O)NC3(CCc4ccccc43)C2=O)c1 (stereo not drawn)	-1.9	-0.2	5	-3	-2	2	15	3	-5	-0.5
Clc1ccc2nc3c4ccccc4cnn3c2c1	0.8	-0.6	-4	6	-6	2	0	5	-1	-0.3
O=C(NNC(=O)c1ccccc1C(=O)O)c1ccc(S(=O)(=O)N2CCCCC2)cc1	-1.5	-1.0	-1	-4	-7	-3	8	-3	-1	0.5
CN1CCN(S(=O)(=O)c2ccc(Oc3cccc(C(F)(F)F)c3)nc2)CC1	-0.7	-0.8	-2	2	-4	-1	-10	28	-7	0.5
COc1cc(OC)cc(C(=O)NNC(=O)CCNS(=O)(=O)c2ccc(Br)cc2)c1	0.0	0.1	4	-38	-12	-4	-6	3	0	-0.2
O=C(Nc1ccnn1C1CCN(CC2CC=CCC2)CC1)c1ccccc1Cl (stereo not drawn)	-0.3	0.1	-2	-11	0	-1	6	3	-7	0.1
CC(C)C[C@H]1COc2cc(N3CC[C@H](O)C3)ccc2S(=O)(=O)N1	-1.6	-0.7	/	-8	-2	/	9	-2	/	0.7
Cc1ccc(/C=C/C(=O)O)cc1S(=O)(=O)Nc1ccc2c(c1)OCO2	-1.1	0.8	-1	7	-2	-1	-3	-2	-5	0.4
CCCCCCNS(=O)(=O)c1ccc(Cl)s1	1.7	-0.3	0	-7	1	-3	4	-1	-16	-0.1
COCc1cc(C)nc(SCC(=O)Nc2ccc3[nH]c(=O)[nH]c3c2)c1C#N	-0.8	-0.3	2	-6	-8	-1	0	1	-1	-0.8
Cn1c(SCc2nc3cc(C(=O)O)ccc3c(=O)[nH]2)nnc1C(F)(F)F	-0.6	0.5	0	-1	-4	-1	1	2	-1	-0.1
COc1ccc(C(=O)OCC(=O)NC23CC4CC(CC(C4)C2)C3)c(OC)c1OC	0.2	-0.2	-1	3	-2	-1	-8	1	-8	0.1
CCN1C(=O)[C@H]2[C@@H](c3ccc(C)cc3)N[C@]3(CCCN(Cc4ccccc4)C3=O)[C@H]2C1=O	-3.2	1.1	-2	13	-2	0	6	0	/	0.4
Cc1cc(=O)cc(C)n1-c1ccc(Br)cc1	-0.3	-0.9	-1	17	1	-1	1	-1	3	-0.7
COc1ccc(NC(=O)CCCn2cnc3ccccc3c2=O)cc1	-0.2	-0.8	-7	-16	0	1	-5	-4	-6	0.7
COc1cccc2c(Nc3ccccc3C)cc(C)nc12	2.7	-0.5	-3	-8	-2	1	-15	-7	-5	1.6
COC(=O)c1ccc(COc2ccccc2/C=N/NC(=O)c2cccnc2)cc1	1.0	-0.7	-1	6	-1	1	2	0	4	2.0
CCOc1cc(C(=O)NCc2nnc(SCC(=O)OC)n2C)cc(OCC)c1OCC	0.3	-0.7	2	-9	-4	-3	-1	3	-4	-0.9
O=C(Nc1ccc(-c2nnc3n2CCCCC3)cc1)c1ccco1	-2.4	-0.1	2	-5	-7	-2	34*	-2	1	-0.5
Cc1ccc2scc(CN3CCCC3)c2c1	-1.7	0.2	4	3	-3	-4	-3	1	-7	-1.5
O=[N+]([O-])c1ccccc1N=Nc1ccc(O)cc1O	14	-0.3	-4	3	-6	10	2	-65	5	2.5
COc1ccc(NC(=S)N(CCCN2CCCCCC2)Cc2cccs2)cc1	-4.5	-0.1	1	-2	-2	7	8	4	-2	-2.2
CCCCN(C(=O)C1CCC1)c1c(N)n(Cc2ccccc2)c(=O)[nH]c1=O	-1.1	-0.3	1	4	-2	-1	-7	-6	-2	1.1
O=C(Nc1ccc(SC(F)F)cc1)C1=COCCO1	0.4	-0.8	0	2	-1	1	0	1	-8	-0.4

Gathered by group, the entries above with an aryl methoxy group.
SMILES	LMPTP block	Tb MetRS inh	DNMT1 inh	E coli Lon inh	bovine MsrA act	STEP block	CendR NRP1 mod	SUMO1 PPI mod	Scp1 inh	MsrA inh
COc1cccc(N2CCN(CC(=O)c3c[nH]c4ccc(OC)cc34)CC2C)c1 (stereo not drawn)	-0.1	0.3	-10	3	0	-4	-8	14	3	1.3
COc1ccc([N+](=O)[O-])cc1N(CC(=O)NCCC1=CCCCC1)S(C)(=O)=O	-0.8	-0.4	-1	-6	-2	0	-1	-5	-2	1.3
COc1ccc(NC(=O)c2c(NC(=O)CCC(=O)O)sc3c2CCCCC3)cc1	-0.8	-0.5	-8	-6	-4	0	1	1	-3	0.6
COc1cc([N+](=O)[O-])c2nc(C(=O)O)ccc2c1	-0.4	-0.4	-11	-2	-1	-1	0	-25	-8	1.2
COc1cc2c(cc1NC(=O)c1cccnc1)oc1ccccc12	1.5	0.4	-11	6	-1	2	5	8	-2	0.9
COc1ccccc1NCC(=O)c1ccc(Cl)cc1	-1.3	0.0	-2	6	0	2	-1	2	-12	-1.8
COc1cccc(NC(=O)CN2C(=O)NC3(CCc4ccccc43)C2=O)c1 (stereo not drawn)	-1.9	-0.2	5	-3	-2	2	15	3	-5	-0.5
COc1cc(OC)cc(C(=O)NNC(=O)CCNS(=O)(=O)c2ccc(Br)cc2)c1	0.0	0.1	4	-38	-12	-4	-6	3	0	-0.2
COc1ccc(C(=O)OCC(=O)NC23CC4CC(CC(C4)C2)C3)c(OC)c1OC	0.2	-0.2	-1	3	-2	-1	-8	1	-8	0.1
COc1ccc(NC(=O)CCCn2cnc3ccccc3c2=O)cc1	-0.2	-0.8	-7	-16	0	1	-5	-4	-6	0.7
COc1cccc2c(Nc3ccccc3C)cc(C)nc12	2.7	-0.5	-3	-8	-2	1	-15	-7	-5	1.6
COc1ccc(NC(=S)N(CCCN2CCCCCC2)Cc2cccs2)cc1	-4.5	-0.1	1	-2	-2	7	8	4	-2	-2.2
